NPY-Y2 antag – NPY-Y2 (human) receptor antagonism; P49146; 140,000 tested, 0.99% active; inhibition, % at 2.7 µM; NPY-Y2 expressing cells, antagonist mode; in the data active = inhibition above about 17%;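 note: 0% = vehicle with agonist challenge and 100% = reference antagonist with challenge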
Target sequence (P49146 whole entry, looked up): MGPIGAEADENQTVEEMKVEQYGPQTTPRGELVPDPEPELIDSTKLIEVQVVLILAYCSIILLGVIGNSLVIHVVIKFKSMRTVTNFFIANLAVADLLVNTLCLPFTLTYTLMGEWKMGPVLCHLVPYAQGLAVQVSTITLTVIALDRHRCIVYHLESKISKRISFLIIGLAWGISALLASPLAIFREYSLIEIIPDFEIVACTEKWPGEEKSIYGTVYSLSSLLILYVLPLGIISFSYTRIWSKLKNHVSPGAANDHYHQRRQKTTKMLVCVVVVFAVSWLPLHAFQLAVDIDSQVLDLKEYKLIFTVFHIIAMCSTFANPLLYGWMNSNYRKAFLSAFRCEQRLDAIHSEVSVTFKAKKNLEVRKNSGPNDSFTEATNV
GALR2 antag – GALR2 (human) receptor antagonism | AID 828 | GALR2-expressing cells, antagonist mode | 140,000 tested, 0.39% active | inhibition, % at 4 µM | O43603; in the data active = inhibition above about 27%;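 note: cells stimulated with galanin 1-16 at roughly its EC80; 0% = agonist challenge control and 100% = basal control without agonist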
Target sequence (O43603 whole entry, looked up): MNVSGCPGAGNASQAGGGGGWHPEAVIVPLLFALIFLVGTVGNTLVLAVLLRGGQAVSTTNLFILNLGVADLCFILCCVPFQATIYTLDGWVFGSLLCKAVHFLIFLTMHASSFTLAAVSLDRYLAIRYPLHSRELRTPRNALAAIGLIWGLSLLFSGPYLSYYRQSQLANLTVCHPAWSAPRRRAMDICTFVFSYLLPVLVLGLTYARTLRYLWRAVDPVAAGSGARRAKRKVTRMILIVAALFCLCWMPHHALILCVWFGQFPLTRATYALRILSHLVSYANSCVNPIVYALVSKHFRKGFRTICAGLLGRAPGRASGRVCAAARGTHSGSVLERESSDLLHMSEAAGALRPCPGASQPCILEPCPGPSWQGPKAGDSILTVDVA
Phagocyt inh – macrophage phagocytosis inhibition. J774A.1 macrophage IgG-bead phagocytosis, imaging. inhibition, % at 5 µM. 110,000 tested, 0.07% active;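 active = inhibition above the mean of the plate negative controls plus 5 SD, cut at about 13% in these data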;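 note: phagocytic index as fraction of beads internalized from green versus red external bead signal; plate controls were DMSO negative control for no effect and cytochalasin-D positive control for full effect; some results beyond the cut were filed as inactive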
Yeast growth inh – yeast BB579 growth reduction in restrictive medium | S. cerevisiae BB579 growth, OD615, 48 h | inhibition, % at 10 µM | 140,000 tested, 0.51% active;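 active = inhibition above a set limit, 3 SD over the mean compound inhibition, cut at about 44% in these data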; note: inactives centre near -24
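Material: Saccharomyces cerevisiae DeaD strain BB579, replicative lifespan model yeast; buffer or medium: CSMM-D restrictive synthetic medium containing dextrose (glucose); compound: 10 µM single dose, DMSO 0.25%; timing: 48 h compound exposure at 30 °C after 4 h preincubation; signal: turbidity as optical density at 615 nm; benchmarks: positive control amphotericin B 10 µg/mL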
HCT116 bCat-KO – beta-catenin-lacking colon tumor cell growth suppression; HCT116 beta-catenin knockout viability, CellTiter-Glo, 60 h; hits give low values; 140,000 tested, 1.5% active; viability, % at 10 µM;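 active = viability at or under a set limit, the compound median less 4 SD, cut at about 6% in these data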;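 note: 0% = Hyamine 1622 control at 20 µM and 100% = untreated cell control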
E-sel TNF inh – blocks E-selectin expression induced by TNF alpha | HUVEC TNFa-induced E-selectin immunofluorescence, high content | inhibition, % at 2 µM | 120,000 tested, 0.71% active | AID 1246;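 active = inhibition above the batch mean plus 3 SD, and confirmed as a hit on visual image review, cut at about 43% in these data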;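 note: 0% = TNF-stimulated DMSO wells and 100% = unstimulated control wells; not every result past the cut was called active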
Measles CPE – protection of cells from measles virus; Measles virus-infected cells, CPE protection, absorbance; protection (pct of control), % at 4 µM; 140,000 tested, 1.5% active; in the data active = protection mostly above about 24%, no sharp cut-off; inactive = mostly below about 26%; note: some compounds called inactive have numbers as strong as hits
MRP1 act – activates MRP-1; H69AR cells + doxorubicin, viability rescue, CellTiter-Glo; viability increase, % at 10 µM; 140,000 tested, 0.61% active;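 active = viability gain under doxorubicin at or above a set limit, the compound median plus 3 SD, cut at about 4.7% in these data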;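 note: MRP-1 overexpressing cells given doxorubicin 25 µM after compound pretreatment; 18-22 h compound pretreatment then 72 h with doxorubicin before readout; 0% = doxorubicin-only wells and 100% = vehicle-treated cells without doxorubicin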
Yeast life ext – yeast lifespan extension; 130,000 tested, 0.68% active; inhibition of the nicotinamide effect, % at 10 µM; S. cerevisiae growth with nicotinamide, OD615; deaD strain in restrictive glucose medium;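 active = inhibition above a set limit, placed 3 SD over the median of all compounds, cut at about 26% in these data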;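 note: 0% = nicotinamide-treated wells and 100% = cells grown without nicotinamide; some compounds called inactive have numbers as strong as hits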
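System: DeaD-strain S. cerevisiae / Buffer or medium: CSMM-D, restrictive glucose (dextrose) synthetic minimal medium / Probe or stimulus: nicotinamide, 1.5 mM, co-present with compound / Compound: one concentration, 10 µM, DMSO 0.25% / Incubation: 48 h compound exposure at 30 °C, humidified / Technique: optical density (absorbance) at 615 nm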
HCT116 PTEN-null – suppresses growth of cells with PTEN deletion | 140,000 tested, 1.2% active | viability, % at 10 µM | HCT116 PTEN-null viability, CellTiter-Glo, 60 h; hits give low values;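 active = viability at or below a set limit, 4 SD under the median of all tested compounds, cut at about 3.7% in these data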;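 note: PTEN knockout HCT116 line with beta catenin targeted HCT116 as companion control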
* marks the source's active call; other numbers are inactive results; . = no result given.

SMILES	NPY-Y2 antag	GALR2 antag	Phagocyt inh	Yeast growth inh	HCT116 bCat-KO	E-sel TNF inh	Measles CPE	MRP1 act	Yeast life ext	HCT116 PTEN-null
COc1ccc(-c2cc(C(F)(F)F)nc(N3CCN(C)CC3)n2)cc1OC	2	-2	2	-15	21	34	9	-4.0	-32	44
CCOC(=O)c1cnc(SCc2cccc(C)c2)nc1N	9	0	0	-69	105	-7	3	1.8	-13	112
N=c1n(CCN2CCCCC2)c2ccccc2n1CC(O)c1cccc(Br)c1 (centres undefined)	32*	15	0	-95	12	4	3	-2.5	1	11
Cc1nn(C)c(C)c1S(=O)(=O)N(CC(=O)NCc1ccco1)c1ccc(C(C)C)cc1	0	4	.	-14	82	-55	32	-3.4	2	92
c1ccc(-c2nc3ccccc3c3nncn23)cc1	0	12	0	-27	87	.	42	-4.2	-22	90
CCN1CCN(c2nc3sc4c(c3c3ncnn23)CC(C)CC4)CC1 (centres undefined)	10	-17	0	10	101	.	5	-4.7	-23	90
C[C@](N)(Cc1ccc(O)c(O)c1)C(=O)O	0	7	.	-6	6.1*	.	8	1.7	3	18
COCC(=O)OCn1nnc2ccccc2c1=O	-1	18	.	19	97	2	18	-0.4	-6	95
Cc1cc(C(=O)OCC(=O)NC(=O)NC(C)(C)C)c(C)o1	1	4	0	-19	113	.	2	-0.7	-9	87
COc1cc(/C=N/NC(=O)CC2(C)OCCCO2)ccc1OCc1ccc(Cl)cc1Cl	0	5	-2	-13	82	.	17	0.8	-8	85
O=c1c2ccccc2nc(COc2ccccc2)n1/N=C/c1c[nH]c2ccccc12	-1	0	-2	-39	51	.	24	-1.5	4	59
CCOc1cccc(C2C(C#N)=C(N)Oc3cc(C)n(Cc4ccccn4)c(=O)c32)c1OCC (centres undefined)	1	0	3	-49	89	-3	3	-2.6	5	97
CCOc1ccc2nc(SCC(=O)NCc3ccco3)sc2c1	3	-7	-1	11	84	-4	6	-1.2	-8	81
Cc1cc(C(=O)OCC(=O)Nc2ccccc2F)c(C)o1	0	8	.	-36	97	4	10	-2.0	2	95
COc1ccc(OCC(=O)OCCN2C(=O)c3ccccc3C2=O)cc1	6	-14	0	-64	97	-11	8	-0.5	-4	100
CC(C)(C)NC(=O)CSC(=Nc1cccc(F)c1)NC#N	1	7	.	-21	90	.	1	-3.1	-6	91
CCC(C)(C)n1nnnc1C(CC(C)C)N1CCC(C(N)=O)CC1 (centres undefined)	-1	10	1	-19	91	-13	15	-2.7	-3	93
O=C(NCC1CCCO1)C1CCN(S(=O)(=O)c2cccnc2)CC1 (centres undefined)	2	-7	-3	25	95	-15	11	-2.8	-3	95
O=C(CSC1=N/C(=C/c2ccc(Cl)c(Cl)c2)C(=O)N1c1ccccc1F)NC1CC1	1	1	-1	-29	68	.	23	-4.8	7	78
CCc1ccccc1N1CC23C=CC(O2)C(C(=O)O)C3C1=O (centres undefined)	1	-2	0	24	106	.	1	-1.7	-12	98

Arranged by molar mass (high to low): 4 of the compounds above
SMILES	NPY-Y2 antag	GALR2 antag	Phagocyt inh	Yeast growth inh	HCT116 bCat-KO	E-sel TNF inh	Measles CPE	MRP1 act	Yeast life ext	HCT116 PTEN-null
CCOc1cccc(C2C(C#N)=C(N)Oc3cc(C)n(Cc4ccccn4)c(=O)c32)c1OCC (centres undefined)	1	0	3	-49	89	-3	3	-2.6	5	97
O=C(NCC1CCCO1)C1CCN(S(=O)(=O)c2cccnc2)CC1 (centres undefined)	2	-7	-3	25	95	-15	11	-2.8	-3	95
CCOc1ccc2nc(SCC(=O)NCc3ccco3)sc2c1	3	-7	-1	11	84	-4	6	-1.2	-8	81
CCC(C)(C)n1nnnc1C(CC(C)C)N1CCC(C(N)=O)CC1 (centres undefined)	-1	10	1	-19	91	-13	15	-2.7	-3	93

(more compounds)
SMILES	NPY-Y2 antag	GALR2 antag	Phagocyt inh	Yeast growth inh	HCT116 bCat-KO	E-sel TNF inh	Measles CPE	MRP1 act	Yeast life ext	HCT116 PTEN-null
O=C1/C(=C/c2cccnc2)Oc2cc(OS(=O)(=O)c3ccc(Cl)cc3)ccc21	1	-6	2	-41	88	1	15	-2.7	1	89
Cc1cc(C)n2cc(COc3ccc4ccccc4c3)nc2n1	4	-2	-3	-51	95	2	3	0.1	-3	93
COc1cc(C(=O)NC(=S)Nc2ccc3c(c2)C(=O)N(C)C3=O)cc(OC)c1OC	1	-1	-4	-32	96	.	5	-2.7	1	98
CCOC(=O)c1c(C)n(C)c2ccc(OCC(O)Cn3nc(C)c(Br)c3C)cc12 (centres undefined)	-1	-1	.	-36	78	-15	2	-4.8	.	81
Cc1ccc(-c2csc(/C(C#N)=C/Nc3ccccc3SC(F)(F)F)n2)c(C)c1	0	1	-8	-18	95	.	31	-2.9	0	80
CC(=O)c1ccc(NC(=O)C2Cc3ccccc3CN2C(=O)c2ccccc2)cc1 (centres undefined)	3	4	-4	-19	82	19	9	-2.4	2	69
O=C1c2ccccc2C(=O)c2c1cccc2N1CCOCC1	-4	-14	0	57*	84	-5	29	-3.5	-20	67
O=c1cc2c(nn1Cc1cccc(Cl)c1)-c1ccccc1CC2	10	-2	0	-36	97	.	16	1.1	3	93
COc1ccc(C2Sc3nncn3N2Cc2ccc(C#N)cc2)cc1 (centres undefined)	1	11	0	-5	98	.	37	-0.2	-8	94
O=C(CSc1nc2ccccc2n1CCc1ccccc1)NC1CCS(=O)(=O)C1 (centres undefined)	3	-7	-1	-45	89	3	1	-0.2	-13	93
CN(C)c1ccc(P(=O)(OC2CCCCC2)C(O)c2cccnc2)cc1 (centres undefined)	3	-12	1	-65	102	3	26	-0.4	-5	109
O=C(N/N=C/c1ccc2c(c1)OCO2)/C(=C/c1ccc2c(c1)OCO2)NC(=O)c1ccccc1	4	-8	.	-25	86	-1	3	-2.9	-10	93
CCSC1=N/C(=C\c2ccc(OC)cc2)C(=O)N1	2	-6	-6	-32	103	.	8	-2.3	-5	117
CCCCc1c(C)nc2ccccc2c1SCCC#N	6	-15	-10	-25	51	.	12	-5.6	6	54
CCc1c(C)nc(SCC(=O)c2cccs2)c(C#N)c1C	1	24	0	-15	67	12	5	-1.5	-9	70
O=C(NC1CCN(C(=O)NC2CCCCC2)CC1)c1ccco1	-1	5	0	-4	93	-9	5	-2.7	-26	100
CCN1C(=O)CSC1=NC12CC3CC(CC(C3)C1)C2	1	3	-2	-57	89	-2	15	-0.2	14	105
CC1=CC=CC2=NC(=O)CC(C)(C(=O)N(CC(=O)NC(C)C)C3CCCC3)N12 (centres undefined)	-1	6	-1	-36	95	12	11	0.7	-8	98
COc1ccccc1CNC(=O)C1CCN(c2nc3ccccc3o2)CC1	2	-6	-1	-10	99	-10	15	-0.8	-12	96
O=C(CNC(=O)c1ccc(Cl)cc1)NCC(F)(F)F	-1	6	-7	1	92	-26	5	1.1	4	102
CCOc1cc(/C=N/O)ccc1OCc1ccc([N+](=O)[O-])cc1	4	1	-2	-29	83	-22	12	-2.3	-6	85
CCCn1c(SCC(=O)Nc2nnc(-c3ccccc3)s2)nnc1-c1ccccn1	6	-4	0	-33	98	-24	8	-2.4	-5	99
Cn1cccc1/C=C1\SC(=O)N(c2ccc(O)cc2)C1=O	-1	2	-12	-19	102	.	3	-2.0	4	105
CCOC(=O)C1CCCCN1Cc1ccc(C(F)(F)F)cc1 (centres undefined)	1	8	0	-80	103	9	9	0.1	-2	103
CCc1ccccc1NC(=O)c1cnccn1	0	15	.	-16	89	7	13	-2.0	-9	96
O=[N+]([O-])c1ccc(/C=N/Nc2cc(Cl)nc(-c3ccccc3)n2)cc1	-2	-1	0	-14	31	26	-2	-3.8	-12	33
O=C(Nc1ccc(N2CCN(C(=O)c3ccc(Cl)cc3)CC2)cc1)c1cc2ccccc2o1	-1	0	0	-23	84	.	15	-1.6	12	83
CCOCCCNc1nc2c(-c3ccccc3)nnn2c2ccccc12	0	12	.	-8	83	10	5	-3.9	4	89
O=C(CCc1nc2cccnc2n1Cc1ccccc1)NCCc1ccc(Cl)cc1	4	0	-2	-31	88	-2	17	-2.3	-5	87
O=C(C/C=N/OCc1ccc(Cl)cc1Cl)c1ccccc1	2	-7	-4	-32	90	-30	3	2.1	-5	95
Cc1ccc(-c2csc(NC(=O)C3CCN(S(=O)(=O)c4cccs4)CC3)n2)cc1	3	9	-1	-21	16	12	6	0.0	0	18
CN=Cc1cc(-c2ccccc2)sc1O	2	14	0	-12	98	0	4	0.3	-8	93
O=C(NCc1cccnc1)c1csc2c1CCCC2	4	11	-4	-19	86	15	35	-1.6	3	102
Cc1onc(-c2ccccc2)c1C(=O)Nc1ccnn1C1CCCCC1	0	-3	0	-63	83	2	19	-1.6	-6	92
CCc1nc(N2CCOCC2)c(C#N)c2c1CCCC2	3	-5	-1	-20	93	16	5	0.5	-18	89
Cc1nnc2ccc(Oc3ccc(-c4ccccc4)cc3)nn12	4	11	3	-24	62	2	4	-1.9	-24	66
N#Cc1cccc(NC(=O)COc2ccc(-n3ccnc3)cc2)c1	1	7	2	-42	70	.	0	-1.2	-9	74
C/C(=N\Nc1ncc(Cl)cc1Cl)c1ccc(OC(F)F)cc1	7	1	-8	-25	100	.	17	1.9	-3	95
O=C(/C=C/c1cccs1)Nc1ccc([N+](=O)[O-])cc1	-1	-5	.	-41	94	.	7	-1.3	-2	87
CC(/C=N/NC(=O)Cn1cnc2ccccc21)=C\c1ccccc1	3	3	-7	-38	86	.	17	-0.4	0	76
CC(=O)N1CCN(C(=O)CNc2cc(C(F)(F)F)ccc2OCC(F)(F)F)CC1	5	-3	0	-13	100	16	2	0.1	7	98
O=C(O)C1CCCCC1C(=O)NCCc1ccccc1 (centres undefined)	4	13	-4	-30	90	-4	19	-3.5	1	82
CCOc1cc(C(=O)OCC(=O)c2c(C)[nH]c3ccccc23)ccc1OCC(=O)N1CCOCC1	-1	-9	-1	16	91	-11	16	-0.8	-8	71
COc1ccccc1NS(=O)(=O)c1cc([N+](=O)[O-])ccc1N/N=C/c1sc(N2CCOCC2)nc1-c1ccccc1	-1	7	-11	-42	81	25	7	-3.9	2	76
Nc1nc(Sc2ccc(C(F)(F)F)cn2)n[nH]1	3	14	.	2	99	.	4	-2.2	6	89
COC(=O)C1=C(C(=O)OC)C(c2ccccc2O)c2sc(=O)[nH]c2S1 (centres undefined)	6	-1	9	-44	91	.	4	-1.7	45*	88
O=C(O)Cn1ccnc1	0	-11	.	-25	97	4	19	-1.4	-4	94
CCOC(=O)/C(=N\Nc1cccc(Cl)c1)Sc1nnc(-c2ccc(OC)cc2)n1C	4	-11	.	-17	84	6	12	-1.7	7	95
COC(=O)COc1ccc(S(=O)(=O)Nc2cc(OC)ccc2OC)cc1	-2	-3	1	2	97	-5	2	-2.6	-22	104
CCOC(=O)C1=C(N)OC(C)=C(C#N)C1c1ccco1 (centres undefined)	5	15	1	-54	97	10	12	-1.7	-1	94
N#Cc1cc(-c2ccccc2)nn1-c1ccccc1	4	5	0	-38	94	1	5	-1.4	-19	88
